OX1R antag-1 = antagonists of human orexin 1 receptor (OX1R). O43613. OX1R-expressing cells, FRET antagonist read-out. inhibition, % at 6.6 µM. 1.8% of 330,000 active. AID 485270; in the data active means inhibition mostly above about 38%, no sharp cut-off; inactive means mostly below about 40%;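 further: 0% = agonist challenge alone and 100% = reference antagonist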
Target sequence (O43613 whole entry, looked up): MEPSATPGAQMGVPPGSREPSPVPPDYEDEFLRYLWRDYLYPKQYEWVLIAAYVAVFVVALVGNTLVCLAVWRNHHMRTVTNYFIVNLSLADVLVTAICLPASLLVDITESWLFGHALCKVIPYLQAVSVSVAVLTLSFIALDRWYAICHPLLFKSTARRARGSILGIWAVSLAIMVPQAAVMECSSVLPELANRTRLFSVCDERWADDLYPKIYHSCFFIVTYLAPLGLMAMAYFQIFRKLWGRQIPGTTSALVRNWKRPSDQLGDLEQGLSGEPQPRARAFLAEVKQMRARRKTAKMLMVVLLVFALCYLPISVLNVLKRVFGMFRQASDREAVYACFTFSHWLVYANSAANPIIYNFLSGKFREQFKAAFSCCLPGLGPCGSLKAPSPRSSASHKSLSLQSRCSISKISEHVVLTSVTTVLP
OX1R antag-2 = human HCRTR1 antagonism | inhibition, % at 5 µM | 0.43% of 330,000 active | O43613 | CHO/OX1R cells, Fluo-8 calcium fluorescence, orexin A | AID 434989;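 active means inhibition above its plate's threshold, mean inhibition of all tested compounds on the plate plus 3 SD, cut at about 37% in these data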;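 further: 0% = orexin A challenge wells and 100% = SB-334867-A antagonist wells; not every result past the cut was called active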
Numbers without * were called inactive; & = joins results of further samples.

SMILES	OX1R antag-1	OX1R antag-2
Cc1c(Cl)cccc1NC(=O)CSc1ccc(-c2cccnc2)nn1	25	-24
COC(=O)C1=C(CCc2ccccc2)NC(=O)NC1c1ccc(Cl)cc1 (configuration not stated)	16	-44
CCn1c(SCC(=O)Nc2ccc3c(c2)n(C)c(=O)n3C)nnc1-c1ccncc1	8	-4
O=C(COC(=O)c1ccccc1NC(=O)c1ccco1)Nc1ccc2c(c1)OC(F)(F)O2	14	-27
CCOC(=O)c1c(CN2CCOCC2)n(-c2ccccc2)c2cc(Br)c(O)cc12	9	-27
Cc1c(NC(=O)c2ncn[nH]2)cccc1-c1nc2ccccc2s1	2	-10
C=CCNC(=O)NC(=O)COC(=O)CNS(=O)(=O)c1ccc(F)c(F)c1F	9	-20
CCN1CCN(c2cc(N3CCN(C(=O)c4ccco4)CC3)c3c4c(onc24)-c2ccccc2C3=O)CC1	69*	-26
CC1CCCC(C)N1S(=O)(=O)c1ccc(NC(=O)CNCC2CCCO2)cc1 (configuration not stated)	2	-14
NC(=O)C1CCN(C(=O)C(Cc2ccccc2)NC(=O)c2ccccc2)CC1 (configuration not stated)	2	-18
Cc1nc2ccc(Br)cn2c1C(=O)N/N=C\c1ccccc1Cl	7	-18
Cc1cccc(N(CC(=O)NC2CCCCC2)C(=O)Cn2nnc(-c3ccc(C)o3)n2)c1	16	-37
C#CCN1C(=O)S/C(=C/c2cc(C)n(CC)c2C)C1=O	10	-22
Cc1ccc(N(C(=O)CNC(=O)c2ccco2)C(C(=O)NC2CCCCC2)c2ccncc2)cc1F (configuration not stated)	-2	-21
COCC(C)n1c(C)cc(C(=O)COC(=O)c2cnc(Cl)c(Cl)c2)c1C (configuration not stated)	9	0
Cc1ccc(OCCSc2nnc(-c3cccs3)n2C)cc1	16	-20
COc1ccc(Cn2cccc(NC(=O)Nc3cccc(OC)c3)c2=O)cc1	7	-24
CCOc1ccc(Cl)cc1CNc1nnnn1C	14	-12
COc1ccccc1NC(=O)COC(=O)c1cc([N+](=O)[O-])ccc1N1CCCC1	9	-9
O=C(CN1CCN(c2ccc(O)cc2)CC1)Nc1cc(S(=O)(=O)N2CCCC2)ccc1Cl	36	-19
N#C/C(=C\c1ccc(N2CCOCC2)o1)c1nc2ccccc2[nH]1	32	-3
CN1/C(=C/C(=O)c2nc(S(C)(=O)=O)ncc2Cl)C(C)(C)c2ccccc21	52	-2
COC(=O)C(NC(=O)c1ccc(F)cc1)(Nc1ncc(S(=O)(=O)c2ccc([N+](=O)[O-])cc2)s1)C(F)(F)F (configuration not stated)	30	6
CC(Sc1nc(NC(C)(C)C)nc(N(C)C)n1)C(=O)Nc1ccccc1 (configuration not stated)	28	-27

2 successive compounds already listed:
SMILES	OX1R antag-1	OX1R antag-2
Cc1c(Cl)cccc1NC(=O)CSc1ccc(-c2cccnc2)nn1	25	-24
COC(=O)C1=C(CCc2ccccc2)NC(=O)NC1c1ccc(Cl)cc1 (configuration not stated)	16	-44

Next part:
SMILES	OX1R antag-1	OX1R antag-2
Cc1nc(SCC(=O)NCc2ccco2)c2c(=O)n(C)c(=O)n(CC(C)C)c2n1	20	-19
Cc1cc(C)cc(N(C(C)C(=O)Nc2c(C)n(C)n(-c3ccccc3)c2=O)S(C)(=O)=O)c1 (configuration not stated)	8	-4
COC(=O)c1ccc(NC(=O)CSc2nnc(COc3c(C)cccc3C)o2)cc1	11	-17
O=C(N/N=C/c1ccc(O)cc1)c1cc(-c2ccc3c(c2)OCO3)n[nH]1	42	-17
Cc1ccc(S(=O)(=O)N2CCN(CC(=O)NC3CCCc4ccccc43)CC2)c(C)c1 (configuration not stated)	18	-28
CCC(C)N1C(=O)/C(=C/c2c(NCCCOC(C)C)nc3c(C)cccn3c2=O)SC1=S (configuration not stated)	7	32
CCOC(=O)CN1C(=O)N[C@@H](c2ccccc2)C(C(=O)OC)=C1C	26	-17
Cc1ccc(C(=O)c2ccc([N+](=O)[O-])cc2)cc1C	20	-11
COc1cc2c(cc1OC)C(c1ccc(N(C)C)cc1)NCC2 (configuration not stated)	1	-19
COc1ccccc1NC(=O)CSc1nc2nc(C)cc(C)c2c(=O)[nH]1	32	-21
Cc1cc(CC(C)C)n(-c2nc3ccccc3c(=O)n2OCC(=O)N(C)C)n1	23	-22
O=C(Nc1cccc(S(=O)(=O)N2CCOCC2)c1)c1ccc(N2CCCC2=O)cc1	7	15
Cc1ccc(C(=O)OCC(=O)Nc2ccc(Cl)cn2)s1	0	0
CNC(=O)CSc1nccn1Cc1ccc(Cl)cc1	-4	-1
CC(=O)O[C@@H]1[C@@]2(C)O[C@H]2CC[C@]23O[C@H]2[C@H](OC3=O)C2=C(C)C(=O)O[C@@]21O	8	-6
O=C(N/C(=C\c1ccc([N+](=O)[O-])cc1)C(=O)N1CCOCC1)c1ccccc1	21	-10
Cc1cccc(C(=O)NNC(=O)c2ccccc2O)c1	9	-21
Cc1nn(C)cc1CN1CCC(n2nccc2NC(=O)CCCc2ccccc2)CC1	4	-9
CCOC(=O)c1cnc2ccc(Br)cc2c1NCCCN1CCOCC1	10	-3
CCOC(=O)c1c(C)[nH]c(C(=O)N/N=C/c2ccc(Br)cc2)c1C	11	-13
O=C(N/N=C\c1ccc(OC(=O)c2ccco2)cc1)c1ccc(Cl)cc1	-5	-28
COc1ccc(/C=C/CN2CCC(n3nccc3NC(=O)C3CCCC3)CC2)cc1	4	-6
O=C(NC(=S)NC1C2CC3CC(C2)CC1C3)c1ccccc1 (configuration not stated)	52	-26
CCOc1cc(C=O)ccc1OS(=O)(=O)c1ccc(NC(C)=O)cc1	14	-7
Cc1cccnc1NC(=S)NCc1ccco1	4	-13
Cc1ccc(/C=C2\SC(N3CCCC3)=NC2=O)cc1	27	-17
COc1ccc(Cl)cc1S(=O)(=O)Oc1ccc(NC(C)=O)cc1	17	-9
COc1ccc(C(=O)CC(=O)C(=O)Nc2ccccc2Cl)cc1	-3	-26
c1ccc(-c2nnc(NC3=NCCC3)o2)cc1	7	-13
COc1ccc(C(=O)N2CCC(C(=O)Nc3ccc(OC)c(OC)c3)CC2)cc1	9	-18
CCCSc1nnc2nc3c(nn12)c1ccccc1n3C	66*	2
CC1C(=O)N2CCCc3cc(NC(=O)c4ccccc4C(F)(F)F)cc1c32 (configuration not stated)	26	-34
CSc1ccccc1C(=O)NCc1ccc(S(N)(=O)=O)cc1	15	7
C/C(=N\Nc1nc2c(s1)CCCC2)c1ccccc1	22	-28
Cc1cccc(C)c1N1CCN(S(=O)(=O)N2CCCCC2)CC1	18	-23
O=c1c2ccccc2nc(/C=C/c2ccccc2)n1CCc1ccccc1	38	-35
COc1ccc(C(C#N)N2CCCCCC2)cc1OC (configuration not stated)	2	0
Cc1ccccc1N1C(=O)c2sc3nc4c(c(=O)n3c2C1=O)CCC4	5	-28
COc1ccccc1NC(=O)CCCN1C(=O)C2CC=CCC2C1=O (configuration not stated)	12	-1
CN1CCN(C2=C(NS(=O)(=O)c3ccccc3)C(=O)c3ccccc3C2=O)CC1	96*	-23
COC(=O)C1=C(C)NC(C)=C(C(=O)OC)C1c1ccc(OC(=O)c2ccco2)cc1	8	-22
Oc1c(Br)cc(Cl)cc1C=Nc1ccc(N2CCOCC2)cc1	12	-12
Cc1ccc(NC(=O)CSc2nc3ccccc3c(=O)n2CCCN2CCCCC2)cc1C	30	-1
O=C(O)c1ccc(S(=O)(=O)NC2CCCCC2)cc1	6	2
Cn1ccsc1=NC(=O)c1ccc(Cl)cc1	21	-6
COc1ccccc1NC(=O)c1cc([N+](=O)[O-])ccc1NCCN1C(=O)CCC1=O	12	-24
CC(OC(=O)CN1C(=O)c2ccccc2C1=O)C(=O)NC1(C#N)CCCCC1 (configuration not stated)	8	-13
C=CCn1c(NCc2cc(Cl)ccc2O)nc2ccccc21	14	-20

Given comma-delimited: entries from further up
Compound,OX1R antag-1,OX1R antag-2
Oc1c(Br)cc(Cl)cc1C=Nc1ccc(N2CCOCC2)cc1,12,-12
Cc1ccc(NC(=O)CSc2nc3ccccc3c(=O)n2CCCN2CCCCC2)cc1C,30,-1
O=C(O)c1ccc(S(=O)(=O)NC2CCCCC2)cc1,6,2
Cn1ccsc1=NC(=O)c1ccc(Cl)cc1,21,-6
COc1ccccc1NC(=O)c1cc([N+](=O)[O-])ccc1NCCN1C(=O)CCC1=O,12,-24
CC(OC(=O)CN1C(=O)c2ccccc2C1=O)C(=O)NC1(C#N)CCCCC1 (configuration not stated),8,-13

Following part:
SMILES	OX1R antag-1	OX1R antag-2
Cc1ccc(C)c2c1cc(C)c1nnc(SCC(=O)Nc3cccc(C(=O)O)c3)n12	11	-4
Cc1c(NC(=S)NC(=O)c2ccc(COc3ccccc3)cc2)cccc1C(=O)O	35	-13
Cc1ccc(C(=O)NC(=S)Nc2ccc(CN3CCOCC3)cc2)cc1	-2	-24
Cc1ccc2c(c1)c1c3n2CCNC3CCC1 (configuration not stated)	7&-12	-4&-14
Cc1nnc2ccc(N3CCCC3)nn12	13	-7
COC(=O)c1ccccc1NC(=O)NCc1cccnc1	14	4
COc1ccc(CNC(=O)C2CCCN(Cc3nc(-c4cccc(C)c4)oc3C)C2)cc1 (configuration not stated)	25	-11
Cc1ccccc1N1CCN(C2CCCN(C(=O)CCN3CCCO3)C2)CC1 (configuration not stated)	-5	-26
COC(=O)c1cc(-c2ccc(C)cc2)n[nH]1	13	-7
O=C(COC(=O)CCN=C1NS(=O)(=O)c2ccccc21)NC1CCCCCCC1	10	-19
Nc1nc(C(=O)N2CCOCC2)nn1S(=O)(=O)c1ccccc1	29	2
COc1ccc(Nc2ncnc3sc(C)cc23)cc1	35	-13
C=CCC1(CC=C)CCCN1C(=O)c1cc(COc2ccccc2SC)on1	16	-16
CCOCCn1c(=O)c2c(nc3n2CC(C)CN3Cc2ccccc2)n(C)c1=O (configuration not stated)	12	-13
COc1ccc(CCN(C)Cc2ccc(OCc3ccccc3)c(OC)c2)cc1OC	4	-19
COc1cccc(-n2c(Cn3nc(C(F)F)cc3C(F)F)n[nH]c2=S)c1	15	-19
COc1ccc(NC(=O)/C=C/c2cccc(Br)c2)cn1	41	-22
CC(C)c1nc2oc3c(NCC4CCCO4)ncnc3c2c2c1CCC2 (configuration not stated)	18	-6
C[C@H](NC(=O)c1ccccc1Cl)C(=O)OC(C(=O)Nc1cc(C(F)(F)F)ccc1Cl)c1ccccc1 (some centres not stated)	17	-10
O=C(Nc1ccccc1C(=O)N1CCCCCC1)c1ccccc1	4	-30
CCc1ccc(-n2cnc3cc(C(=O)NCC(OC)OC)ccc32)cc1	8	-12
Cc1csc(NC(=O)c2cn3ccccc3n2)n1	15	-1
CCc1nc(Nc2ccc3nccnc3c2)c2oc3ccccc3c2n1	20	-23
Cc1cc(NC(=O)CSc2nnc(Cn3c(=O)sc4ccccc43)n2-c2ccccc2C)no1	14	-26

Exported in CSV form: entries from further up.
Structure,OX1R antag-1,OX1R antag-2
COc1ccc(NC(=O)/C=C/c2cccc(Br)c2)cn1,41,-22
CC(C)c1nc2oc3c(NCC4CCCO4)ncnc3c2c2c1CCC2 (configuration not stated),18,-6
C[C@H](NC(=O)c1ccccc1Cl)C(=O)OC(C(=O)Nc1cc(C(F)(F)F)ccc1Cl)c1ccccc1 (some centres not stated),17,-10
O=C(Nc1ccccc1C(=O)N1CCCCCC1)c1ccccc1,4,-30

(continued)
SMILES	OX1R antag-1	OX1R antag-2
Cc1ccc(-c2nc(CS(=O)CC(=O)NCCN3CCCCC3C)c(C)o2)cc1 (configuration not stated)	6	-13
CCOC(=O)c1ccc(S(=O)(=O)NC2CCCCCCC2)n1C	19	-34
COc1ccc(C)cc1NC(=O)CN(C)S(=O)(=O)c1ccc2c(c1)c(=O)n(C)c(=O)n2C	5	-10
OC(COc1ccc(OCC(O)CN2CCCCCC2)cc1)CN1CCCCCC1 (configuration not stated)	20	-7
O=C(O)C1CCCCC1C(=O)NCCc1cccc(Cl)c1 (configuration not stated)	14	-3
O=C1CC(c2ccc3c(c2)OCO3)Sc2nc3ccccc3n21 (configuration not stated)	19	-10
COc1ccc(N/C(N)=N/c2nc(C)cc(=O)[nH]2)cc1	8	-4
OCCNc1nc(Nc2ccccc2)nc(Nc2ccccc2)n1	26	-20
CC1(C)Oc2ccc3ccc(=O)oc3c2/C(=C/Nc2ccccc2)C1=O	21	-17
COc1ccc(-c2oc3cc(O)c(OC)c(O)c3c(=O)c2OC)cc1	28	-4
Cc1cccc(NC(=O)CSc2ccc3nnc(-c4cccnc4)n3n2)c1	27	-7
CSc1ncccc1C(=O)Nc1ccc(F)c(F)c1F	5	-14
COc1ccc(CCNC(=O)CSc2nnc(Cc3cccn3C)n2C)cc1OC	-1	-11
CCOC(=O)c1ccccc1NC(=S)N1CCC(C)CC1	6	-22
Cn1cnnc1SCC(=O)NN(c1ccccc1)c1ccccc1	11	2
CNC(=O)/C(C#N)=C/c1cc(C)n(-c2ccc(N3CCOCC3)cc2)c1C	3	-20
COc1cc2ccccc2cc1C(=O)Nc1nc(C)c(C(C)=O)s1	17	-20
Cc1cc(SCC(=O)c2ccccc2)n2ncc(-c3ccccc3)c2n1	9	-3
CNc1ccc(/C=C(\CCC(=O)O)c2nc3ccccc3s2)cc1[N+](=O)[O-]	87*	-5

Marked active in OX1R antag-1, among the entries above:
SMILES	OX1R antag-1	OX1R antag-2
CCN1CCN(c2cc(N3CCN(C(=O)c4ccco4)CC3)c3c4c(onc24)-c2ccccc2C3=O)CC1	69*	-26
CCCSc1nnc2nc3c(nn12)c1ccccc1n3C	66*	2
CN1CCN(C2=C(NS(=O)(=O)c3ccccc3)C(=O)c3ccccc3C2=O)CC1	96*	-23
CNc1ccc(/C=C(\CCC(=O)O)c2nc3ccccc3s2)cc1[N+](=O)[O-]	87*	-5
